Assay outcomes from PubChem.
RAD54 branch: inhibitors of human RAD54 branch migration, primary screen, biochemical, fluorescence, single point; DNA repair and recombination protein RAD54-like (Homo sapiens), Q92698; RAD54 Holliday junction branch migration, FAM/BHQ fluorescence; inhibition, % at 10.4 µM; actives 0.14% (n = 360,000); AID 602329, 2012;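 active = mean normalized replicate activity at least 40 and at least half of replicates scoring 40 or more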;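 note: 0% = median of neutral control wells and 100% = median of positive control wells; inhibitors cause a drop in the FAM fluorescence signal; in these data hits start at about 50%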
ERAP1 inh: human ERAP1 aminopeptidase inhibitors, primary screen, biochemical, single point, plate reader. recombinant ERAP1, Leu-AMC fluorescence, 60 min. Endoplasmic reticulum aminopeptidase 1 (Homo sapiens), Q9NZ08. inhibition, % at 10.7 µM. actives 0.15% (n = 340,000);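 active = mean replicate inhibition of at least 30%, or all replicates individually reaching that 30% level; inactive = mean below 30% and not every replicate reaching it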;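 note: 0% = neutral control wells and 100% = L-leucinethiol positive control wells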
Target sequence (Q9NZ08 whole entry, looked up): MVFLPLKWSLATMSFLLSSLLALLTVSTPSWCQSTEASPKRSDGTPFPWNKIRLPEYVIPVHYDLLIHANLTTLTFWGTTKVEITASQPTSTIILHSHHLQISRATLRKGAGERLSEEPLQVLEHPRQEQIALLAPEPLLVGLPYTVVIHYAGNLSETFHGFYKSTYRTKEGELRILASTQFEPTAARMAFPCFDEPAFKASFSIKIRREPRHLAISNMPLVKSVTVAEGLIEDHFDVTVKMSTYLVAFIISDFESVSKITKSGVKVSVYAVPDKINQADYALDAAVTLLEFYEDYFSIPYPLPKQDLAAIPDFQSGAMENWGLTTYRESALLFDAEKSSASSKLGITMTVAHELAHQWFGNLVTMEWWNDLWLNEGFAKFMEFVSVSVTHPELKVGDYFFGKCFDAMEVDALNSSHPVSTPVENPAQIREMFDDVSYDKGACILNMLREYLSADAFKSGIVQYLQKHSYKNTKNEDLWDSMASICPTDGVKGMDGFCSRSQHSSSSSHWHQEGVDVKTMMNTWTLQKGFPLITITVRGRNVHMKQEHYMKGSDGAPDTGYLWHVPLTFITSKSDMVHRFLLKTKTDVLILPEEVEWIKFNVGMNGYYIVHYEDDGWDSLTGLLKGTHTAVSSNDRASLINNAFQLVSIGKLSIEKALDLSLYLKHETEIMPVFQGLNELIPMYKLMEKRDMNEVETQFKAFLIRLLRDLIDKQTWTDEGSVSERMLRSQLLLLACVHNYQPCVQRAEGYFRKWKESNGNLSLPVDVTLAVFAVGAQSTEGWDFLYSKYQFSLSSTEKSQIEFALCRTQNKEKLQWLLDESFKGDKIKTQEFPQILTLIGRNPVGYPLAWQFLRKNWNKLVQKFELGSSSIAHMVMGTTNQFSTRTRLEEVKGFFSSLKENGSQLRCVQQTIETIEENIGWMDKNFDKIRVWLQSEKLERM
ARNT-TACC3 inh: disruptors of ARNT/TACC3 protein interaction, primary screen, biochemical, AlphaScreen, single concentration; Transforming acidic coiled-coil-containing protein 3 (Homo sapiens), Q9Y6A5; actives 0.66% (n = 390,000); AlphaScreen His-ARNT PAS-B/GST-TACC3 binding, luminescence; TACC3 fragment carries E629A point mutation; inhibition, % at 9.99 µM; AID 623870, 2012;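 active = mean inhibition of replicates at least 50% and at least half of replicates each reaching 50%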;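 note: 0% = complete ARNT plus TACC3 wells and 100% = ARNT alone without TACC3; many hits fall short of the cut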
esBAF inh: Bmi1 luciferase reporter increase in mESCs, primary screen, esBAF inhibitor project, mouse ES cells, Bmi1 luciferase knock-in, single point. 24 h; 100% = twice the neutral-well signal. reporter increase, % at 12.5 µM. actives 2% (n = 350,000); in the data active = activation above about 40%;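 note: 0% = median of the plate's neutral control wells and 100% = double that signal; a rise in the Bmi1 reporter signal indicates esBAF inhibition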
GSIS activator: GLuc luminescence reporter in INS-1E cells, primary screen for activators of glucose-dependent secretion of insulin | INS-1E GLuc reporter insulin secretion, 2-3 h | actives 0.61% (n = 370,000) | activation, % at 16.6 µM;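 active = lowest replicate activation of at least 40%, so every replicate reaches that level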;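 note: 0% = median of neutral control wells and 100% = median of IBMX positive control wells; some compounds called inactive have numbers as strong as hits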
RAD52 inh: RAD52 DNA annealing inhibitors, primary screen, biochemical, FRET, single point, set 2. actives 0.46% (n = 360,000). inhibition, % at 18.7 µM. recombinant RAD52 DNA annealing, FRET fluorescence. AID 651710, 2012;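 active = every replicate showing at least 50% inhibition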
F508del corr: F508del CFTR correction, initial screen, CFBE line, single point; CFBE cells, YFP halide quenching; stimulated with forskolin plus potentiator P3; % fluorescence drop versus neutral controls; activity (quench increase), % at 7.58 µM; actives 0.36% (n = 350,000); AID 720511, 2013;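 active = mean added fluorescence quench of at least 8% versus neutral control, with both replicates also reaching 8%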;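 note: cells transiently co-express mutant CFTR-F508del with the halide-sensitive YFP; corrector assay measuring rescue of mutant channel to the surface after 24 h compound exposure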
Xi reactivation: activators of inactive X chromosome reactivation, primary screen, imaging, XiGFP fibroblasts, GFP high-content imaging, set 2 | XiGFP mouse fibroblasts, % GFP-positive cells imaging, 3 d; cells co-treated with 5-aza-dC sensitizer; scaled so ellipticine positive control = 100% | activation, % at 7.58 µM | actives 0.055% (n = 360,000);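 active = mean normalized replicate activation at least 10% and every replicate at or above 10%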;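 note: 0% = median of on-plate neutral control wells and 100% = ellipticine 6 µM median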
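Material: XiGFP fibroblasts, SV40-immortalized. Buffer or medium: DMEM plus 5-aza-dC sensitizer. Compound: single concentration per compound, delivered by pin transfer. Times: 3 days compound exposure. Controls: ellipticine 6 µM.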
* hit, by the source's call; / = no result given.

SMILES	RAD54 branch	ERAP1 inh	ARNT-TACC3 inh	esBAF inh	GSIS activator	RAD52 inh	F508del corr	Xi reactivation
O=C1c2ccccc2C(Nc2ccc(F)cc2F)N1CCN1CCOCC1 (stereo unspecified)	-5	-4	-4	3	13	-3	-1.8	0.0
O=C(C[C@H]1CC[C@H]2[C@@H](COC[C@@H](O)CN2S(=O)(=O)c2ccccc2F)O1)N1CCC(Cc2ccccc2)CC1	-6	3	3	-1	-4	1	2.7	0.2
CC(=O)OCC1OC(c2ccccc2)C(OC(C)=O)C(OC(C)=O)C1OC(C)=O (stereo unspecified)	1	/	-10	-6	16	/	/	/
CCOC(=O)C(=O)C1C(=O)Nc2ccccc21 (stereo unspecified)	/	6	/	/	-5	-10	2.4	0.3
COc1ccc(S(=O)(=O)NC(=O)C2(C)CCN2C(=O)C(C)(C)c2ccccc2)cc1 (stereo unspecified)	1	2	/	-8	38	-3	2.8	-0.1
O=C(c1ccccn1)N1C[C@H]2[C@@H](c3ccccc31)[C@@H](CO)N2C(=O)c1ccccn1	3	0	14	-4	10	-16	3.9	0.0
CC(=O)OC1CC[C@@]2(C)C(CCC3C2CC(=O)[C@@]2(C)C3CC3CC(C)=CC(=O)C32)C1 (stereo partly specified)	-10	-3	-1	-3	1	-8	1.1	0.0
O=[N+]([O-])c1cccc(C2Nc3cccc4cccc(c34)N2)c1	-2	1	-8	/	/	-4	/	0.4
Cc1ccc2cc(/C=N/NC(=O)c3ccc(F)cc3)c(Cl)nc2c1	/	5	12	/	5	-13	/	0.1
N#CCSc1nc2ccccc2c(=O)n1CCCC(=O)NCc1ccco1	-5	-6	34	4	26	-27	-0.4	0.1
COC(=O)C1=C(C)N(Cc2ccc(OC)c(OC)c2)C(=O)C1	1	/	-4	-8	14	/	/	/
CCOc1ccc(CCNC(=O)Cc2ccc(NC3=NC4CS(=O)(=O)CC4S3)cc2)cc1OCC (stereo unspecified)	-17	1	7	-1	13	-9	-0.7	0.5
Cc1cc(C)n2nc(C(=O)N/N=C/C=C/c3ccccc3)nc2n1	11	2	/	/	/	-12	1.2	0.0
C/C(=N\NC(N)=S)c1cccnc1	9	-6	-8	/	4	9	0.0	0.0
COc1cc(CNCCCN2CCOCC2)c(Br)cc1OC(C)C	-3	-5	-4	-5	10	-10	-0.1	0.3
OC(c1ccccc1)c1ncc(-c2cccc(OCc3ccccc3)c2)[nH]1 (stereo unspecified)	-13	0	/	-1	/	-4	-2.7	0.1
CC(C)(C)OC(=O)C[C@@H]1C/C=C\C[C@@H](CC(=O)N[C@H](CO)Cc2ccccc2)C(=O)N2CCC[C@H]2COC1=O	-5	-1	-14	-1	-7	-20	-1.5	-0.3
COc1cccc(NC(=O)CCC2CCN(C(=O)C3CC=CCC3)CC2)c1 (stereo unspecified)	-12	-2	-3	-5	-4	-13	0.4	0.0
CC(C)C[C@H]1CN=C(Nc2ccccc2)N1CCCC1CCCC1	10	-1	/	-10	-2	7	0.8	0.0
C[C@@H]1CCCCO[C@@H](CN(C)CC2CCCCC2)[C@H](C)CN([C@H](C)CO)C(=O)c2cc(NC(=O)Nc3ccc(F)cc3)ccc2O1	2	-1	9	-4	-22	-2	-2.0	-0.1

Another view of part of the listing above.
| smiles | RAD54 branch | ERAP1 inh | ARNT-TACC3 inh | esBAF inh | GSIS activator | RAD52 inh | F508del corr | Xi reactivation |
| --- | --- | --- | --- | --- | --- | --- | --- | --- |
| O=C(c1ccccn1)N1C[C@H]2[C@@H](c3ccccc31)[C@@H](CO)N2C(=O)c1ccccn1 | 3 | 0 | 14 | -4 | 10 | -16 | 3.9 | 0.0 |
| CC(=O)OC1CC[C@@]2(C)C(CCC3C2CC(=O)[C@@]2(C)C3CC3CC(C)=CC(=O)C32)C1 (stereo partly specified) | -10 | -3 | -1 | -3 | 1 | -8 | 1.1 | 0.0 |
| O=[N+]([O-])c1cccc(C2Nc3cccc4cccc(c34)N2)c1 | -2 | 1 | -8 | / | / | -4 | / | 0.4 |
| Cc1ccc2cc(/C=N/NC(=O)c3ccc(F)cc3)c(Cl)nc2c1 | / | 5 | 12 | / | 5 | -13 | / | 0.1 |
| N#CCSc1nc2ccccc2c(=O)n1CCCC(=O)NCc1ccco1 | -5 | -6 | 34 | 4 | 26 | -27 | -0.4 | 0.1 |
| COC(=O)C1=C(C)N(Cc2ccc(OC)c(OC)c2)C(=O)C1 | 1 | / | -4 | -8 | 14 | / | / | / |
| CCOc1ccc(CCNC(=O)Cc2ccc(NC3=NC4CS(=O)(=O)CC4S3)cc2)cc1OCC (stereo unspecified) | -17 | 1 | 7 | -1 | 13 | -9 | -0.7 | 0.5 |
| Cc1cc(C)n2nc(C(=O)N/N=C/C=C/c3ccccc3)nc2n1 | 11 | 2 | / | / | / | -12 | 1.2 | 0.0 |
| C/C(=N\NC(N)=S)c1cccnc1 | 9 | -6 | -8 | / | 4 | 9 | 0.0 | 0.0 |
| COc1cc(CNCCCN2CCOCC2)c(Br)cc1OC(C)C | -3 | -5 | -4 | -5 | 10 | -10 | -0.1 | 0.3 |
| OC(c1ccccc1)c1ncc(-c2cccc(OCc3ccccc3)c2)[nH]1 (stereo unspecified) | -13 | 0 | / | -1 | / | -4 | -2.7 | 0.1 |
| CC(C)(C)OC(=O)C[C@@H]1C/C=C\C[C@@H](CC(=O)N[C@H](CO)Cc2ccccc2)C(=O)N2CCC[C@H]2COC1=O | -5 | -1 | -14 | -1 | -7 | -20 | -1.5 | -0.3 |
| COc1cccc(NC(=O)CCC2CCN(C(=O)C3CC=CCC3)CC2)c1 (stereo unspecified) | -12 | -2 | -3 | -5 | -4 | -13 | 0.4 | 0.0 |
| CC(C)C[C@H]1CN=C(Nc2ccccc2)N1CCCC1CCCC1 | 10 | -1 | / | -10 | -2 | 7 | 0.8 | 0.0 |
| C[C@@H]1CCCCO[C@@H](CN(C)CC2CCCCC2)[C@H](C)CN([C@H](C)CO)C(=O)c2cc(NC(=O)Nc3ccc(F)cc3)ccc2O1 | 2 | -1 | 9 | -4 | -22 | -2 | -2.0 | -0.1 |

Following part
SMILES	RAD54 branch	ERAP1 inh	ARNT-TACC3 inh	esBAF inh	GSIS activator	RAD52 inh	F508del corr	Xi reactivation
CCCCn1c(N)c(N(CC(C)C)C(=O)c2cc(C)nc3ccccc23)c(=O)[nH]c1=O	-7	-2	-4	-1	10	-22	2.3	-0.1
C[C@@H](C(=O)Nc1ccc2c(c1)OCCO2)n1nnc2ccccc2c1=O	3	-3	-4	57*	20	-10	0.0	0.1
CN1C(=O)c2cc(NC(=O)c3cccs3)ccc2OC[C@H]2O[C@@H](CC(=O)NCC(F)(F)F)CC[C@@H]21	-4	2	-7	3	7	-4	2.1	0.0
C=CCC(C(=O)OC)(C(=O)OC)c1ccccc1[N+](=O)[O-]	/	-3	-2	/	-3	-16	-1.9	0.0
Cc1ccc(NC(=O)CC2S/C(=N/N=C3/NC(=O)CS3)NC2=O)cc1 (stereo unspecified)	/	-5	41	/	1	-5	1.9	0.0
CCc1c(C)nc2c(-c3ccccc3)c(C)[nH]n2c1=O	-6	0	18	-10	8	6	-1.6	0.1
CCN(CC)C(=O)C1=C(C)N(CCC2=CCCCC2)C(=O)C(CC(=O)NC2CCCC2)C1 (stereo unspecified)	/	-3	/	2	5	7	-0.2	0.2
CSc1ncc(CN2CCN(CC=C(C)C)C(CCO)C2)cn1 (stereo unspecified)	/	0	-5	/	3	-10	1.6	0.1
O=C(COC(=O)CCC(=O)c1cccs1)Nc1ncc(Cl)cc1Cl	-22	/	2	/	29	/	/	0.0
COc1ccc(C(c2nnnn2C(C)(C)C)N2CCN(c3nc4ccccc4s3)CC2)cc1 (stereo unspecified)	-2	/	1	-1	-5	/	/	/
COc1ccc(CCNC(=O)c2cc3c(=O)n4cccc(C)c4nc3n(Cc3ccco3)c2=N)cc1OC	10	-2	/	6	6	-7	-1.0	0.1
Cc1c(C(=O)N2CC3(CC(c4cccc(NC(=O)[C@H]5CCC(=O)N5)c4)=NO3)C[C@@H]2C(N)=O)cc([N+](=O)[O-])cc1[N+](=O)[O-] (stereo partly specified)	-16	-4	8	-8	6	-3	-0.4	-0.5
C[C@@H]1CN([C@H](C)CO)C(=O)c2cc(C3=CCCC3)cnc2O[C@H]1CN(C)C(=O)CN(C)C	-2	2	2	4	21	-24	-1.2	0.0
CCCCc1nnc2c(N(C)S(=O)(=O)c3ccccc3)nc3ccccc3n12	-18	2	-2	-3	44*	8	0.0	0.2
N#CC1=C(N)Oc2cc(N)ccc2C1c1ccccc1Cl (stereo unspecified)	-3	0	-5	5	-1	-70	0.6	0.0
CO[C@@H](CN(C)C(=O)c1cc(Cl)cc(Cl)c1)[C@@H](C)CN(C(=O)Nc1ccc(F)cc1)[C@H](C)CO	-1	1	5	-6	-4	-6	2.0	0.0
Cc1ccc(-c2nn(Cc3ccccc3)cc2C(=O)NCC2CCCO2)cc1 (stereo unspecified)	4	1	-2	-2	-6	-12	1.9	0.0
Cc1ccc(-n2nc3c(=O)n(C(C)C(=O)NCc4ccc(Cl)cc4)nc(C)c3c2C)cc1 (stereo unspecified)	8	-3	3	0	-4	0	0.0	0.0
Cc1ccc(-c2nn(-c3ccccc3)cc2C(N)=O)o1	/	1	-23	/	-22	-9	3.5	0.0
COc1ccc(S(=O)(=O)Nc2ccc3c(c2)CC(=O)N([C@H](C)CO)C[C@@H](C)[C@@H](CN(C)C(=O)Nc2ccc4c(c2)OCO4)O3)cc1	0	5	-5	0	-3	13	1.7	-0.1
C[C@H]1CN([C@@H](C)CO)C(=O)Cc2cc(NC(=O)C3CCCCC3)ccc2O[C@@H]1CN(C)C(=O)Nc1cccc2ccccc12	-5	2	-8	-2	23	3	-1.5	-0.5
O=C(NC(=S)N(CC1CCC1)CC1CCCO1)c1cccc([N+](=O)[O-])c1 (stereo unspecified)	/	/	20	-2	10	-9	0.3	3.4
CCOc1ccccc1NC(=O)C(NCCN(C)C)c1ccccc1 (stereo unspecified)	/	/	-1	/	34	-4	-4.0	/
COCC(=O)N1CCC2CC1c1c(-c3ccc(C(F)(F)F)cc3)cccc12 (stereo unspecified)	1	/	/	1	-25	12	-1.7	0.1
COCCCn1nnnc1SCC(=O)N1CCN(C(=O)c2ccco2)CC1	-3	-4	-19	-13	-8	-9	1.4	0.6
CCN(CC)S(=O)(=O)c1ccc(OC(C)C)c(NC(=O)C2=COCCO2)c1	-10	-1	6	3	-8	3	1.5	0.0
CN(C)CC#Cc1ccc([C@H]2[C@H](CO)N3CCCCN(CC4CC4)C[C@@H]23)cc1	-8	2	1	/	13	65*	0.6	0.1
O=S(=O)(NC1=NCCCCC1)c1ccc(F)cc1	12	/	-2	-5	-5	-20	-0.5	-0.2
Cc1cc2nc(-c3ccccc3)c(Cc3cccc(Cl)c3)n2c(C)c1Br	/	12	/	/	-8	-22	2.7	-0.1
Cc1ccccc1-c1ccc2c(c1)O[C@H](CN(C)C(=O)Nc1ccc(C(F)(F)F)cc1)[C@H](C)CN([C@H](C)CO)S2(=O)=O	-12	0	-11	-2	-19	4	-6.5	0.2
O=C(O)C1CCC(=O)N1Cc1ccc(F)cc1 (stereo unspecified)	-3	-1	/	1	5	1	-1.0	/
C=CCSC1=NNC(c2ccc(C(C)(C)C)cc2)=NN1	-8	0	-4	63*	4	-3	-4.6	0.0
